Nrf2 block = Nrf2 qHTS screen for inhibitors. A549 ARE-Fluc reporter, luciferase luminescence, 18-24 h. Potency, µM (top dose mostly 46 µM), inactives show at the top dose activity change, negative = inhibition, usual class: inhibitors. 2.1% of 360,000 active. AID 504444, 2011; also: potency is read from the fitted curve at half-maximal effect; % is scaled to controls: 0 for no effect and ±100 for the full control effect; nearly all actives have a fitted effect of over 60% in size
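Nrf2 activity is the BugLite luminescence, read 15 min after reagent at room temperature, following CellTiter-Fluor cytotoxicity readout (30 min, 37C). Compound titrations were applied for 18-24 h to 5000 A549 ARE_Fluc cells/well in 5% FBS OPTI-MEM.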
A549 tox = Nrf2 qHTS screen for inhibitors: counterscreen for cytotoxicity | A549 ARE-Fluc cells, CellTiter-Fluor viability, 18-24 h | Potency, µM (doses to about 46 µM), inactives show at the highest dose activity change, negative = cytotoxicity, usual class: inhibitors | 0.16% of 390,000 active; also: potency is read from the fitted curve at half-maximal effect; % is scaled to controls: 0 for no effect and ±100 for the full control effect
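Cytotoxicity counterscreen: CellTiter-Fluor fluorescence was measured in A549 ARE_Fluc cells after 18-24 h of compound exposure in a concentration series. The subsequent BugLite luminescent read reports ARE-luciferase activity.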
Nrf2 activator = qHTS of Nrf2 Activators; AREc32 ARE-luciferase reporter (MCF7-derived line), luminescence, 24 h; Potency, µM (doses to about 46.1 µM), for the others: at the highest dose activation, most hits filed as activators; 0.31% of 410,000 active; AID 624171, 2012; also: potency is read from the fitted curve at half-maximal effect; % of control where 0% means no effect; nearly all actives have a fitted effect of over 65% in size
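For detection, Steady-Glo was added and plates sat 30 min at RT; before that, AREc32_Fluc cells grown overnight in OPTI-MEM/5% FBS had been treated with 23 nL compound for 24 hr at 37 deg C.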
S2 tox = Viability Counterscreen for Primary qHTS for Inhibitors of ATXN expression; S2 cells (HEK-293 line with an ATXN2-luciferase reporter) viability, CellTiter-Fluor protease fluorescence, 24 h; Potency, µM (series often up to 56.7 µM), actives largely listed as cytotoxic; 0.49% of 400,000 active; AID 651635, 2014; also: potency is read from the fitted curve at half-maximal effect; nearly all actives have a fitted effect of over 40% in size
MmCpn inh = Inhibitors of TCP-1 ring complex (TRiC) of Methanococcus maripaludis (MmCpn): qHTS; Chaperonin Mm-Cpn (Methanococcus maripaludis); purified Mm-Cpn ATPase, ADP Transcreener TR-FRET; Potency, µM (highest dose often 76.9 µM), for the others: at the highest dose activity, negative = inhibition, hits mostly inhibitors; 0.031% of 330,000 active; AID 504842, 2011; also: potency is read from the fitted curve at half-maximal effect; % is scaled to controls: 0 for no effect and ±100 for the full control effect; nearly all actives have a fitted effect of over 80% in size
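Reaction buffer contained 30 mM Tris pH 7.4, 100 mM KCl, 5 mM MgCl2 and 1 mM DTT. Mm-CPN (25 nM final) hydrolysed 10 uM ATP over 30 min at 37°C; ADP was read by HTRF.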
HepG2 viability = qHTS for Inhibitors of TGF-b: Cytotox Counterscreen. HepG2 CAGA-GFP viability, ATP luminescence, 18 h. Potency, µM (series often up to 46.1 µM), for inactives: at the highest dose activity change, negative = cytotoxicity, most hits filed as cytotoxic. 0.76% of 410,000 active; also: potency is read from the fitted curve at half-maximal effect; some results filed as inactive show a strong effect at the top dose
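HepG2 CAGA-GFP cells (1000/well, DMEM with 1% FBS) received compound, then TGF-beta at 500 pg/mL final, and were incubated 18 hours at 37 degrees C. Viability was read by CellTiter-Glo luminescence. Media-only wells were set as complete cell-killing and DMSO as no toxicity.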
CCT chaperon mod = High-Throughput Screening for Modulators of Cytosolic Chaperonin Activity; 0.3% of 360,000 active; activity change, % (test concentration not listed), hits read low; purified chaperonin ATPase assay, HTRF ADP detection, 30 min; in the data active = activity change below about -30%; also: % is scaled to controls: 0 for no effect and ±100 for the full control effect
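We incubate TRiC, 40 or 20 nM final, with library compounds at 76 uM and 10 uM ATP for 30 min at 37 °C. ADP formed is detected with Transcreener HTRF reagents after 30 min at room temperature.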
TGFb SMAD3 inh = qHTS for Inhibitors of TGF-b; AID 588855, 2011; HepG2 CAGA-GFP TGF-b/SMAD3 reporter, GFP fluorescence, 18 h; TGF-beta stimulated, 500 pg/mL final; 1.2% of 410,000 active; Potency, µM (series often up to 46.1 µM), for the others: at the top dose activity, negative = inhibition, most hits filed as inhibitors; also: potency is read from the fitted curve at half-maximal effect; % is scaled to controls: 0 for no effect and ±100 for the full control effect; nearly all actives have a fitted effect of over 65% in size
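TGF-beta reporter screen: HEPG2 CAGA-GFP, 1% FBS, 500 pg/mL TGF-beta final, 18 h; per-cell GFP summed per well; curves fitted and categorized by class.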
Akt phos inh = HTS Assay for Inhibitors of Akt Phophorylation: Primary Screen; Neuro2A IGF-stimulated pAkt S473 HTRF, 20 min; active compounds read low; activity change, % for hits at 50 µM; 0.32% of 360,000 active; AID 651550, 2012; in the data active = activity change below about -80%; inconclusive = mostly about -51% to -80%; also: % is scaled to controls: 0 for no effect and ±100 for the full control effect
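Single-point screen (50 µM final compound) in Neuro2A cells stimulated 20 min with 6 nM IGF at 37 deg C. After lysis, Ser473-phosphorylated Akt read by HTRF (ex 330 nm, em 615/665 nm) as the 665/615 ratio.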
* marks the source's active call; other numbers are inactive results; i = inactive; ? = inconclusive; nt = not tested or not shown. Unless noted, calls follow the shape of the dose curve; as a rule, active = well fitted curve in the direction sought with a large enough effect; inconclusive = small, poorly fitted or top-dose-only effect, or another doubt; inactive = no such curve, though single readings can be large; an effect the other way counts as inactive or inconclusive. Outcome played no part in choosing rows; 4.4% or so of the library scored in one or more.

mol | Nrf2 block | A549 tox | Nrf2 activator | S2 tox | MmCpn inh | HepG2 viability | CCT chaperon mod | TGFb SMAD3 inh | Akt phos inh
CN(Cc1ccccc1)C(=O)c1ccc2nc([C@@H]3O[C@H](CO)[C@H](O)[C@H](O)[C@H]3O)[nH]c2c1 | nt | nt | 0.2% | i | nt | -20% | 1.1 | -6% | i
O=C(c1ccc(S(=O)(=O)NCc2ccco2)cc1)N1CCCC(C(F)(F)F)C1 (centres undefined) | -10% | 4% | 1.7% | i | 4% | 15% | -4.7 | -2% | i
CC(C)c1ccccc1NC(=O)Cn1c(-c2ccccc2Cl)nc2ccccc21 | 2% | 2% | -1.1% | i | -1% | -25% | -1.2 | 0% | i
O=C(c1ncn(Cc2ccccc2)c1C(=O)N1CCN(c2ccccc2)CC1)N1CCN(c2ccccc2)CC1 | ? | -13% | 0.3% | i | -1% | -15% | -0.5 | -6% | i
CC(C)C[C@H](NC(=O)c1nc[nH]c1C(=O)N(C)Cc1ccccc1)C(=O)OCc1ccccc1 | 9% | 11% | 4.6% | i | nt | -22% | -0.4 | 4% | i
O=C(CN(Cc1ccccc1)C(=O)CCl)c1cccc(Br)c1 | 10% | -2% | -3.2% | 25µM* | 1% | -106% | -0.5 | ? | i
CN(C)c1ccc(NC(=O)CCCc2ccccc2)cc1 | ? | -1% | 3.0% | ? | -3% | -14% | -1.7 | -1% | i
COC(=O)Nc1ccc(S(=O)(=O)N2CCCC(C(=O)NCC3CCCO3)C2)cc1 (centres undefined) | -40% | -2% | 0.6% | ? | 0% | -2% | 1.2 | -1% | i
CN(CC(=O)O/N=C(\N)c1ccccn1)S(=O)(=O)c1ccc(Br)cc1 | 2% | 5% | -0.1% | i | 0% | -4% | -2.5 | -5% | i
N#CCC(=O)Nc1ccc(C(=O)OC(C(=O)Nc2ccc([N+](=O)[O-])cc2Br)c2ccccc2)cc1 (centres undefined) | ? | 6% | 0.5% | i | nt | -2% | 0.6 | -25% | i
Cc1ccc2nsnc2c1S(=O)(=O)N(Cc1ccco1)Cc1cc2cccc(C)c2[nH]c1=O | ? | -3% | 0.5% | i | 0% | 2% | -3.2 | -7% | i
CC(=O)Nc1ccc(N2CCN(C(=O)c3cccs3)CC2)cc1 | 9% | -1% | -0.2% | i | 0% | -1% | -0.1 | -1% | i
CN(CC(=O)Nc1ccc2c(c1)OCO2)S(=O)(=O)c1ccc(F)cc1 | 2% | -8% | 0.0% | i | 1% | -7% | -1.0 | 1% | i
COC(=O)Cn1c(=NC(=O)C2COc3ccccc3O2)sc2cc(S(N)(=O)=O)ccc21 (centres undefined) | -16% | -1% | 0.5% | ? | -4% | -13% | 1.9 | -15% | i
COc1ccccc1NS(=O)(=O)c1ccc2oc(N)nc2c1 | 6% | -4% | 0.0% | i | 1% | -7% | -0.9 | -15% | i
O=C(O)c1ccc(NC(=O)c2ccc3c(c2)C(=O)N(CC2CCCO2)C3=O)cc1 (centres undefined) | ? | ? | -0.9% | i | 1% | 2% | 1.5 | 3% | i
CCCOc1ccc(C(O)CCNC(CC(=O)O)c2ccccc2)cc1 (centres undefined) | 13% | 5% | -0.9% | i | -3% | -47% | 1.2 | -11% | i
Nc1ncnc2c1ncn2[C@@H]1O[C@H](C(=O)N[C@H]2c3ccccc3C[C@H]2O)[C@@H](O)[C@H]1O | nt | nt | 0.3% | i | nt | -5% | 1.4 | 1% | i
C/C(=N\NC(=O)c1c(Cl)c(C)nn1C)c1cccc(NC(=O)COc2ccccc2)c1 | -14% | -5% | 3.2% | i | -1% | -9% | -0.5 | -29% | i
Cc1[nH]n(-c2ccccc2)c(=O)c1C=NCc1ccncc1 | 22% | -4% | 0.4% | ? | 0% | -26% | -1.5 | -3% | i
CCOC(=O)c1nc(Nc2ccccc2)c2ccccc2n1 | ? | 3% | -0.3% | ? | -2% | -18% | -6.4 | -4% | i
CCN(CC(=O)Nc1ccc2c(c1)OCCO2)Cc1cc(=O)oc2c(C)c(C)ccc12 | 0% | 0% | 3.5% | i | -4% | -25% | 0.7 | -22% | i
COC(=O)c1cccc(NC(=O)CCc2cc(OC)c(OC)c(OC)c2)c1 | -7% | -4% | -0.1% | i | 2% | -3% | -6.6 | -2% | i
CCOC(=O)c1ccc(NC(=O)C(=O)NCC2(c3ccc(OC)cc3)CCOCC2)cc1 | -9% | 15% | 4.3% | i | 2% | -50% | 1.8 | -14% | i
O=C(NCC(O)c1ccccc1)c1cccc(S(=O)(=O)N2CCOCC2)c1 (centres undefined) | nt | 18% | 0.0% | i | -1% | 1% | -3.5 | 7% | i
CN1CCN(Cc2c(O)ccc3occ(C(=O)c4ccccc4)c23)CC1 | ? | -6% | 0.1% | ? | -2% | -29% | 1.0 | -1% | i
CC(C)n1nc(C(=O)Nc2ccc(-n3cnnn3)cc2)c2ccccc2c1=O | 2% | 2% | 0.1% | i | 3% | 3% | -31* | -3% | i
CCc1ccccc1NC(=O)CCn1nc(C)c2c(C)n(-c3ccccc3)nc2c1=O | 20% | 0% | -0.1% | i | nt | 0% | nt | -9% | nt
Cc1ccc(-c2nc3ccc(Cl)cn3c2Nc2ccc3c(c2)OCCO3)o1 | ? | 4% | 11% | nt | nt | 4% | nt | nt | nt
O=C(NC1CCC1)C1CCC(=O)N(Cc2cccc(F)c2)C1 (centres undefined) | 6% | -1% | 0.3% | i | 0% | 1% | -0.6 | 5% | i

Following part
mol | Nrf2 block | A549 tox | Nrf2 activator | S2 tox | MmCpn inh | HepG2 viability | CCT chaperon mod | TGFb SMAD3 inh | Akt phos inh
CC(Cc1ccccc1)C(=O)N1CCN(C)CC1 (centres undefined) | 5% | 6% | -0.5% | i | 0% | -9% | -4.1 | -2% | i
CCOC(=O)C1=C(C)N(CCCC(=O)O)C(=O)NC1c1ccccc1 (centres undefined) | 2% | -5% | 0.4% | i | nt | 3% | -2.3 | 6% | i
COc1ccccc1CC(=O)NC12CC3CC(CC(C3)C1)C2 | -14% | 2% | 0.1% | i | 0% | -3% | -3.0 | -13% | i
COc1ccc(S(=O)(=O)NCCN2CCOCC2)c(C)c1C | -3% | 4% | 0.3% | i | 1% | 1% | -1.8 | -2% | i
N#CC(Cc1ccc(OC(F)F)cc1)c1nc2ccccc2[nH]1 (centres undefined) | 3% | 17% | 2.6% | i | 0% | 3% | -0.6 | 0% | i
Cc1ccc(NC(=O)c2cccc(Cl)c2)nc1 | nt | 2% | 7.2% | i | -2% | -27% | -2.8 | -3% | i
CCn1c(SCC(N)=O)nnc1C(C)C | -1% | 5% | 2.1% | i | 0% | -11% | -1.1 | -12% | i
Cc1nc2sc3c(O)cc(=O)[nH]c3c2c(C)c1C | -8% | -9% | -0.9% | i | -3% | 2% | -2.8 | -7% | i
CC(C)(C)NC(=O)CN1C(=O)/C(=C/c2ccccc2)SC1=S | -9% | -3% | 3.5% | i | -3% | -13% | 2.9 | -2% | i
CC(=O)CCC(=O)NCCc1ccccc1F | 27% | -2% | -0.3% | i | 1% | 6% | 0.6 | -3% | i
O=C(Cn1cc(S(=O)(=O)c2ccc(Cl)cc2)c(=O)c2ccccc21)Nc1ccc2c(c1)OCO2 | -25% | -5% | 0.2% | ? | nt | -24% | nt | ? | nt
CCC(=O)N1CCc2cc(S(=O)(=O)NCCC(=O)Nc3cccc(C)c3C)ccc21 | 21% | 16% | -0.8% | i | nt | 8% | nt | 4% | nt
O=C(C1CCCN(S(=O)(=O)c2cccnc2)C1)N1CCn2c1nc1ccccc12 (centres undefined) | -18% | 24% | -0.8% | i | 1% | 16% | 0.3 | 23% | i
CNC(=O)Nc1ccc(C2SCCS2)cc1 | ? | 3% | 12% | i | 1% | -13% | 0.9 | -2% | i
Cc1ccc(C)c(NS(=O)(=O)c2c(C)nn(C)c2C)c1 | 13% | -2% | -0.3% | i | 3% | -7% | -1.7 | 1% | i
COc1ccccc1C(=O)Nc1c(C(=O)N(C)Cc2ccccc2)sc2nc(C)c(Cl)c(C)c12 | 15µM* | -21% | 5.3% | nt | nt | -29% | nt | ? | nt
O=C(CN1CCN(c2ccccn2)CC1)Nc1ccc(F)cc1 | 1% | -10% | 0.3% | i | -4% | -1% | 3.1 | 3% | i
COc1ccccc1-c1nnc(SC(C)C(=O)O)n1-c1ccccc1 (centres undefined) | -14% | -3% | -0.1% | i | 0% | -11% | -0.4 | -27% | i
Cc1ccc(C)c(S(=O)(=O)c2cn(Cc3ccccc3)c3cc(F)c(F)cc3c2=O)c1 | 1% | -6% | 3.3% | ? | nt | 9% | nt | -5% | nt
CCC(C)Sc1nc(C)nc2c1c(=O)n(C)c(=O)n2C (centres undefined) | 15% | 1% | 0.9% | i | -2% | 13% | -0.3 | 0% | i
COc1cc(OC)cc(C(=O)Nc2cccc3ccccc23)c1 | -4% | -3% | 5.9% | i | 2% | 3% | 0.1 | -6% | i
COc1cc(C(=O)OCC(=O)Nc2ccccc2C(=O)NC2CC2)c([N+](=O)[O-])cc1OC | 1% | 4% | -0.7% | i | 1% | 4% | 0.2 | -6% | i
COc1ccccc1NC(=O)CN(C)S(=O)(=O)c1cc(C)ccc1OC | nt | -2% | -0.8% | i | 2% | -12% | -4.2 | -1% | nt
O=C(Nc1ccc(S(=O)(=O)N2CCOCC2)cc1)c1ccc2ncsc2c1 | ? | 15% | 0.5% | i | -3% | -15% | -3.7 | -1% | i
Cc1cc(C)c2c(=O)[nH]c(SCC(=O)c3ccc(F)c(C)c3)nc2n1 | 5% | 9% | 1.9% | ? | -1% | -8% | -3.6 | 2% | i

Assay outcomes deposited in PubChem BioAssay by National Center for Advancing Translational Sciences (NCATS).
